Assay outcomes (PubChem)
ROC1-CUL1 inh: human ROC1-CUL1 E3 ligase inhibition. 140,000 tested, 0.6% active. inhibition, % at 10 µM. in vitro K48 di-Ub FRET, acceptor:donor ratio, 45 min. AID 1347404; in the data active means inhibition above about 25%
Target sequence (P62877 whole entry, looked up): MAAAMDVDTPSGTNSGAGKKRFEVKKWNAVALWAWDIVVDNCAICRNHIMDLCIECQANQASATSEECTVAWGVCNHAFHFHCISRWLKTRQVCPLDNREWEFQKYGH
Target sequence (Q13616 whole entry, looked up): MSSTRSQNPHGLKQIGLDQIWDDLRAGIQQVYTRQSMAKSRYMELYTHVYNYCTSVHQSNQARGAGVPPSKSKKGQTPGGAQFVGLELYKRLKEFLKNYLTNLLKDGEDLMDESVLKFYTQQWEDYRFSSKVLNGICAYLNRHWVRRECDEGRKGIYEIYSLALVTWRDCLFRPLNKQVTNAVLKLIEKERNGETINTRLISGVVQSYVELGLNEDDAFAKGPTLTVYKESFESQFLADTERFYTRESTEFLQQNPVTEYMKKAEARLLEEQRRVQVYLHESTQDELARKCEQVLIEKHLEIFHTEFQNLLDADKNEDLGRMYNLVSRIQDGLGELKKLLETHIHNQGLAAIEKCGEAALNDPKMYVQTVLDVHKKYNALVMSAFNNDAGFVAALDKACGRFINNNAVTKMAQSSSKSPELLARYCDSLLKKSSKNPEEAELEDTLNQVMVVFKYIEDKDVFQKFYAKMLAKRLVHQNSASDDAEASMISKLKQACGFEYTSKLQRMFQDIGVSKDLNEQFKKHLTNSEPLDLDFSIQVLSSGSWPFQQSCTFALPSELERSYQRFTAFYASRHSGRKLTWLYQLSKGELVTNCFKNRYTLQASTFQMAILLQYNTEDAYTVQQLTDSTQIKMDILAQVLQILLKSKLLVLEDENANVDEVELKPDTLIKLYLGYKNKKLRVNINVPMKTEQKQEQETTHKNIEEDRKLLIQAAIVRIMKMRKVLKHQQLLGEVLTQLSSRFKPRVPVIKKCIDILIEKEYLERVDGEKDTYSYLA
* = called active by the depositor.

SMILES	ROC1-CUL1 inh
CC1C(c2ccccc2)OC(=S)N1C(=O)CC1Cc2ccccc2C1=O (stereo unspecified)	-7
CCCCSc1ccc([N+](=O)[O-])cc1[N+](=O)[O-]	9
CCn1c(=O)c2c(nc3n(-c4ccccc4C)c(C)c(C)n23)n(C)c1=O	4
Cc1ccc(Cn2c(SCC(=O)N/N=C/c3cccc(O)c3)nc3ccccc32)cc1	-10
Cc1ccccc1N/N=C(/C#N)C(=O)NN	-8
COc1cc(C2SC(NC(C)=O)=NN2C(C)=O)ccc1OCc1ccccc1 (stereo unspecified)	4
O=C(c1cc(-c2ccc(Cl)cc2)n[nH]1)N1CCN(S(=O)(=O)c2ccc(Br)s2)CC1	15
O=C(Nc1ccc(Cl)cc1C(=O)NCc1cccs1)c1ccc(Cl)cc1	3
Cc1cccc(C)c1NC(=O)NCCN1CCN(c2ccccc2)CC1	-5
CC(C)NC(=O)C1CCN(C2CCN(C(=O)Cc3ccncc3)CC2)CC1	7
CC(=O)NCc1nc2cccnc2n1Cc1ccccc1	-3
CCc1ccc(NC(=O)CSc2nc(C)c(C(=O)Nc3ccc(Cl)cc3)c(-c3ccc(OC)cc3)c2C#N)cc1	8
O=c1[nH]nc(-c2ccccc2)c(-c2ccccc2)c1-c1ccccc1	5
O=C1C(Cl)=C(N2CCN(c3ccccc3)CC2)C(=O)N1c1cccc(Cl)c1	8
C=C(C)Cn1c(SCC(=O)Nc2ccccc2OC)nc2sc3c(c2c1=O)CCCC3	8
Cc1cc2c(=O)n(NC(=O)c3ccn(C)n3)c(C)nc2s1	1
O=C1CCC(CCC(=O)N2CCCC2c2nc3ccccc3s2)(Cc2cccs2)N1 (stereo unspecified)	4
O=C(OC1=C(c2ccccc2)OC2C=CC=CC2C1=O)c1cccnc1 (stereo unspecified)	7
COc1ccc(-c2nc(C)c(CCNS(=O)(=O)c3ccc(F)cc3)s2)cc1OC	-1
CCOC(=O)c1ccc(NC(=O)C2CC(=O)NC(=Nc3ccccc3)S2)cc1 (stereo unspecified)	-1
COc1ccc(NC(=O)CSc2nc3c([nH]c4ccccc43)c(=O)n2-c2ccccc2)c(OC)c1	1
Cc1cc([N+](=O)[O-])ccc1NC(=O)CSc1nnc(COc2ccc3ccccc3c2)n1C	4
CC1=C(C(=O)Nc2ccccc2)C(c2ccc(F)cc2)n2c(s/c(=C/c3cccc([N+](=O)[O-])c3O)c2=O)=N1 (stereo unspecified)	-6
CCNc1oc(Cc2cccc3ccccc23)nc1C#N	10
CC(C)(Oc1ccc(Cl)cc1)C(=O)Nc1ccc(Cl)cc1Cl	0
CCN1CCCCC1C(=O)NCc1nc(-c2ccccc2NS(=O)(=O)Cc2ccccc2)oc1C (stereo unspecified)	8
OCC#CCSc1nnc(-c2ccncc2)n1-c1ccccc1	2
COc1cccc(C2CC(=O)NC3=C2C(=O)CCC3)c1 (stereo unspecified)	2
Cc1c(C)n(Cc2ccccc2)c2ccc(C(=O)N3CCN(c4ccccc4F)CC3)cc12	-5
Cc1nc(SCc2ccc(Cl)cc2)nc2ccccc12	-8
Cc1ccc2ncc(C(=O)c3ccc(C)c(C)c3)c(S(=O)(=O)c3ccc(F)cc3)c2c1	6
CC(C)(C)C(=O)N1CCN(c2ccc(NC(=O)c3ccc4ccccc4c3)cc2)CC1	18
COc1ccccc1CNC(=O)c1ccc(CSc2nc3ccncc3n2Cc2cccc(F)c2)cc1	-3
CCCCC(=O)Oc1cccc(OC(=O)CCCC)c1	-6
COc1ccccc1Oc1cc(-n2nc(C)cc2C)ncn1	6
CCOC(=O)C1C(C)=NC2=C(C(=O)CCC2)C1c1cccc(Cl)c1 (stereo unspecified)	13
CCOC(=O)c1cc(CSC(=N)N)c(CC)o1	10
c1ccc(C2(CNc3nc4nonc4nc3N3CCOCC3)CCOCC2)cc1	7
Cc1ccc(-c2csc3nc(SCC(=O)Nc4ccc5c(c4)OCO5)n(-c4ccccc4)c(=O)c23)o1	4
CCc1ccc(NC(=O)CSc2nnc(CNC(=O)c3ccccc3Cl)n2CC)cc1	-7
CC1CC(C)CN(Cc2nc3ccccc3c(=O)[nH]2)C1 (stereo unspecified)	-1
COc1cccc(-c2nc(S(=O)(=O)c3ccc(C)cc3)c(N3CCCCC3)o2)c1	4
CC(C)(C)C1c2[nH]c3ccccc3c2CCN1C(=O)Cn1[nH]c(=O)ccc1=O (stereo unspecified)	1
CC(=O)c1sc(N2C(=O)C(=O)C(C(=O)c3cc4ccccc4o3)C2c2ccc(OCc3ccccc3)cc2)nc1C (stereo unspecified)	-5
CC1(C)OC(=O)C(C=NCc2ccccc2)C(=O)O1	-1
O=C(NCC1CCC2(CCN(C(=O)c3ccc4c(c3)OCCO4)CC2)O1)C1CCCCC1 (stereo unspecified)	5
COCn1c(=S)[nH]c2c1c(=O)n(C)c(=O)n2C	-14
CN(CCC(O)c1ccccc1)c1nncc(-c2ccc(F)cc2)n1 (stereo unspecified)	-4

Looked up by compound from the list above:
SMILES	ROC1-CUL1 inh
O=C(NCC1CCC2(CCN(C(=O)c3ccc4c(c3)OCCO4)CC2)O1)C1CCCCC1 (stereo unspecified)	5
CCc1ccc(NC(=O)CSc2nnc(CNC(=O)c3ccccc3Cl)n2CC)cc1	-7
Cc1ccc(-c2csc3nc(SCC(=O)Nc4ccc5c(c4)OCO5)n(-c4ccccc4)c(=O)c23)o1	4
COc1cccc(-c2nc(S(=O)(=O)c3ccc(C)cc3)c(N3CCCCC3)o2)c1	4

2 entries from above, with bars between the fields:
smiles | ROC1-CUL1 inh
CC1CC(C)CN(Cc2nc3ccccc3c(=O)[nH]2)C1 (stereo unspecified) | -1
COc1cccc(-c2nc(S(=O)(=O)c3ccc(C)cc3)c(N3CCCCC3)o2)c1 | 4

Additional records follow.
SMILES	ROC1-CUL1 inh
N#Cc1ccc(-c2csc(NNC(=O)c3ccc(Cl)cc3)n2)cc1	-5
Cc1ccc(C2CC(=O)N=C(SCc3ccccc3)C2C#N)cc1 (stereo unspecified)	0
OCc1cn(CC2CCCN(Cc3ccc(-n4ccnc4)cc3)C2)nn1 (stereo unspecified)	-1
CCc1ccc(OCc2nnc(SCC(=O)c3ccc(Br)cc3)o2)cc1	-2
c1csc(CNc2nc3nonc3nc2N2CCCC2c2nccs2)c1 (stereo unspecified)	-5
CCC(=O)N1CCN(c2ccc(NC(=O)c3ccc4c(c3)OCCO4)cc2)CC1	-6
CC(Oc1ccccc1)C(=O)N1CCC(Cc2ccccc2)CC1 (stereo unspecified)	-4
CC(C)c1ccc(S(=O)(=O)c2cnc(SCC(=O)Nc3ccc4c(c3)OCCO4)[nH]c2=O)cc1	5
COC(=O)c1ccccc1NC(=O)CSc1nc(C)c(Cl)c(C)c1C#N	-3
O=C1c2cccc3c2C(C(=O)C1c1ccccc1)C(=O)N(c1ccccc1)C3=O (stereo unspecified)	5
COc1ccc(-n2cnc3cc(C(=O)NCCC4=CCCCC4)ccc32)cc1	1
CC(=O)c1cccc(NC(=O)[C@H](Cc2ccccc2)N2Cc3ccccc3C2=O)c1	-8

Given with values ahead of the structure: entries from further up.
ROC1-CUL1 inh | Molecule
-2 | CCc1ccc(OCc2nnc(SCC(=O)c3ccc(Br)cc3)o2)cc1
5 | O=C1c2cccc3c2C(C(=O)C1c1ccccc1)C(=O)N(c1ccccc1)C3=O (stereo unspecified)

(list continues)
SMILES	ROC1-CUL1 inh
COc1cccc(Oc2ccc(C(F)(F)F)cc2NC(=O)c2ccccc2Cl)c1	7
CN1c2ccccc2N(C)C1c1ccc2c(c1)OCO2	-4
CCCCCn1c(SC(C)CC)nc2c1c(=O)[nH]c(=O)n2C (stereo unspecified)	11
COCCn1c(SCC(=O)c2ccc(C)cc2)nc2cc(C(=O)NC3CCCC3)ccc2c1=O	7
CN(CCC1CCOCC1)c1nncc(-c2cccc(F)c2)n1	9
O=C1/C(=C/c2cccs2)C(=O)N(C2CCCCC2)C(=S)N1CCCCl	-6
COCc1ccc(C(=O)Nc2ccc(-c3nc(CNC(=O)C4CC(=O)N(C(C)C)C4)c(C)o3)cc2)o1 (stereo unspecified)	-2
Cc1c(C(F)(F)F)nc(-c2ccc(CN3CCSCC3)cc2)[nH]c1=O	7
CCOC(=O)c1ccc(-n2c(C)cc(/C=C3\C(=O)NC(=O)N(c4ccc(Cl)cc4)C3=O)c2C)cc1	1
CSCCCNC(=O)c1coc(CN2CCN(c3ncccn3)CC2)n1	5
S=c1[nH]nc(-c2ccncc2)n1/N=C/c1cccs1	7
O=C(O)c1ccc(N2CCCC2)cc1	-3

In another format: entries from further up
| compound | ROC1-CUL1 inh |
| --- | --- |
| CC(C)(C)C(=O)N1CCN(c2ccc(NC(=O)c3ccc4ccccc4c3)cc2)CC1 | 18 |
| COc1ccccc1CNC(=O)c1ccc(CSc2nc3ccncc3n2Cc2cccc(F)c2)cc1 | -3 |
| CCCCC(=O)Oc1cccc(OC(=O)CCCC)c1 | -6 |
| COc1ccccc1Oc1cc(-n2nc(C)cc2C)ncn1 | 6 |
| CCOC(=O)C1C(C)=NC2=C(C(=O)CCC2)C1c1cccc(Cl)c1 (stereo unspecified) | 13 |
| CCOC(=O)c1cc(CSC(=N)N)c(CC)o1 | 10 |

Next part.
SMILES	ROC1-CUL1 inh
COc1ccc(S(=O)(=O)Oc2ccc(C)cc2C)cc1	-3
Cc1cccc(C)c1NC(=O)c1cc2sccc2n1Cc1ccc(F)cc1	-11
COc1cccc2cc(S(=O)(=O)c3ccc(F)c(C)c3)c(=O)oc12	-8
COC(=O)c1cc2c(s1)CCCCC2	-12

These rows are one share of the data. The share of hits here may be higher or lower than overall.
